Compound activity deposited in PubChem by National Center for Advancing Translational Sciences (NCATS).
Lipid storage S3 – qHTS Assay for Lipid Storage Modulators in Drosophila S3 Cells; lipid storage change, negative = inhibition, % at the top dose, mostly 46.1 µM; hits show Potency in µM; Drosophila S3 cells, BODIPY lipid droplet fluorescence, 18-24 h; cells fed with added oleic acid; AID 2685; 0.64% of 320,000 active; active means well fitted inhibition curve with a large enough effect in the signal ratio, with a control signal flat, not every such curve was filed as active; inconclusive means small, poorly fitted or top-dose-only effect, or effect the other way, or a change in a side signal; the % refers to the signal ratio
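Laser-scanning cytometry quantifies lipid droplet accumulation (500–530 nm total intensity; droplet/cell object ratio) in oleic acid-fed (400 uM added) Drosophila S3 cells treated with a concentration series. 20 uM Triacsin C defined 100% inhibition.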
Lipid storage S3 cell count max – also measured in Lipid storage S3; calls as there; cell number change, %; measured here: cell count max response;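 cells counted by Cell Tracker Red CMTPX staining in the red channel; peak over a dose series mostly up to 46.1 µM; percent activity relative to internal control wells on each plate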
The depositor's hits bear a star; i = inactive; ? = inconclusive; . = not tested or not shown. On the % scale 0 is the no-effect control and ±100 the full control effect; potency means the concentration at half of the fitted maximal effect.

SMILES	Lipid storage S3	Lipid storage S3 cell count max
c1ccc(Cn2ncc3c(NCc4ccco4)ncnc32)cc1	?	.
COc1ccc(Cl)cc1NC(=S)NC(=O)c1ccco1	17.2%	1.2
CCc1cccc(NC(=O)CCS(=O)(=O)c2cccc3nonc23)c1	?	.
O=C(O)c1cccc(S(=O)(=O)Nc2ccc(S(=O)(=O)N3CCOCC3)cc2)c1	?	.
CN(C)c1ccc(N=Cc2nc(-c3ccccc3)oc2OC(=O)c2ccccc2)cc1	?	.
O=C(c1ccc(Cl)c(Cl)c1)N1CCN(c2ccccn2)CC1	i	-3.2
CC(C)Oc1ccc(C2CC(=O)N(c3cccc(Br)c3)C2=O)cc1 (centres undefined)	?	.
O=C(CSc1nnc(-c2ccc(Cl)cc2)n1-c1ccc(Cl)cc1)N/N=C/c1ccccc1C(=O)O	?	.
O=C1CC(c2ccc(Cl)c(Cl)c2)CC(O)=C1C=NCCN1CCNCC1 (centres undefined)	?	.
Cc1nn(CCc2n[nH]c(=S)n2-c2ccc(F)c(Cl)c2)c(C)c1[N+](=O)[O-]	?	.
S=c1[nH]nc(-c2cccnc2)n1/N=C/c1ccccc1	-1.9%	-22.9
CC1(C)CC(=O)c2sc(NC(=O)C3CC3)nc2C1	-2.8%	16.8
CC(C)Cc1ccc(C(=O)Nc2ccc(Cc3ccncc3)cc2)o1	?	.
O=C(CN1CCN(Cc2cccc(Cl)c2)C1=O)NCc1cccs1	-1.1%	.
N/C(=N\OC(=O)C1CCCCC1)c1cccc([N+](=O)[O-])c1	?	.
CCOC(=O)CNC(=S)N(Cc1ccccc1)Cc1ccccc1F	0.0%	0.8
COC(=O)CSc1nnc(CNC(=O)Cc2ccccc2)n1-c1ccccc1OC	11.8%	2.4
CC1(C)Cc2c(c(=S)nc(-c3ccccc3)n2CCO)CO1	0.259µM*	-12.1*
Cc1ccc(NC(=O)C2CCCN(S(=O)(=O)c3c(C)noc3/C=C/N(C)C)C2)c(C)c1 (centres undefined)	i	-5.7
COc1ccccc1C(=O)NCCC(=O)NCC(c1ccccc1)N(C)C (centres undefined)	?	.
CC(C)[C@@H](C(=O)N1CCCC1)N1C(=O)N2CCc3c([nH]c4ccccc34)[C@@]2(C)C1=O	?	.
CCOC(=O)c1c(C)[nH]c(C=C2C(=O)CCCC2=O)c1O	-2.5%	-4.6
COc1cc(NS(=O)(=O)c2ccc(NC(=O)c3ccc(Cl)cc3Cl)cc2)ncn1	-7.0%	0.4
O=C(CCSCCC(=O)NCc1ccc(F)cc1)NCc1ccc(F)cc1	?	.
O=C(O)[C@@H]1CCCN1S(=O)(=O)c1cccc(S(=O)(=O)N2CCC[C@H]2C(=O)O)c1	14.5%	5.8
(list continues)
SMILES	Lipid storage S3	Lipid storage S3 cell count max
CCCC(NC(=O)Cc1c(C)c2cc3c(C)c(C)oc3c(C)c2oc1=O)C(=O)N[C@@H](Cc1ccccc1)C(=O)O (some centres undefined)	26.4%	-11.1
Cc1c(Cl)cnc(NC(=O)COC(=O)CCC(=O)c2cccs2)c1Cl	13.4%	29.4
Cc1ccc(N2CCN(/N=C/C=C/c3ccccc3)CC2)cc1	9.4%	-0.6
Cc1ccc2nc(NCCC(=O)O)nc(-c3ccccc3)c2c1	-1.4%	10.4
OCC1(Cc2ccccc2)CCN(Cc2cccc(F)c2F)CC1	?	.
O=C(NCC(c1cccnc1)N1CCN(c2ccc(F)cc2)CC1)c1ccco1 (centres undefined)	8.2%	14.1
Cc1occc1C(=O)N1CCCc2ccccc21	i	-7.2
COc1ccc(OC)c2c1sc(=NC(=O)CN1C(=O)CCC1=O)n2C	?	.
O=C(Nc1ccccc1)OCc1cncs1	21.5%	4.1
Cc1cc(C)cc(NC(=O)N2CCC(NC(=O)c3ccccc3C)CC2)c1	0.1%	4.6
N#Cc1ccccc1Cn1c(=O)oc2ccccc21	?	.
Cc1c(C(=O)NCc2ccccc2)oc2ccc(S(=O)(=O)N3CCC4(CC3)OCCO4)cc12	?	.
CCc1ccc(N=C2NC(=O)/C(=C/c3ccc(OCC(=O)O)c(OC)c3)S2)cc1	?	.
COc1ccc(C(=O)Nn2cnc3ccccc3c2=O)cc1[N+](=O)[O-]	?	.
C=COCCn1c(-c2nonc2N)nc2ccccc21	?	.
O=C(CSS(=O)(=O)O)N1CCN(C(=O)c2ccoc2)CC1	?	.
COc1ccc(C(=O)O)cc1NC(=S)NC(=O)C(c1ccccc1)c1ccccc1	?	.
Cc1nc2ccccc2c(=O)n1/N=C/c1ccccc1F	?	.
CCCCc1ccc(C2C(C#N)=C(N)SC(N)=C2C#N)s1	1.8%	-13.5
CCN(CC)c1ccc(/C=C(\C#N)C(N)=O)cc1	-7.8%	-5.9
CC(C)OCCCNC(=O)c1cc(S(=O)(=O)N2CCc3ccccc32)cn1C	-25.1%	0.3
O=c1[nH]c2cc3c(cc2cc1CN(Cc1ccccc1)Cc1nnnn1Cc1ccco1)OCCO3	?	.
O=C(COC(=O)/C=C/c1ccc(F)cc1)Nc1ccccc1-c1ccccc1	?	.
CC1CC(C)CN(C(=O)CSCC(=O)O)C1 (centres undefined)	-3.8%	-4.6
NS(=O)(=O)c1cccc(NC(=O)COC(=O)Cn2cc(C(F)(F)F)ccc2=O)c1	?	.
The listing continues.
SMILES	Lipid storage S3	Lipid storage S3 cell count max
COCCCNC(=O)c1ccccc1Sc1ccc(NC(C)=O)nc1	?	.
Cc1cc(C(C)(C)C)cc(S(=O)(=O)NCCc2ccncc2)c1C	i	.
CCCn1c(SCC(=O)N2CCCCC2)nnc1-c1ccco1	?	.
CC(=O)Nc1ccc(NC(=O)C(C)OC(=O)CNC(=O)c2ccc(-c3ccccc3)cc2)cc1 (centres undefined)	22.7%	0.9
COc1ccc(N(Cc2cc(=O)[nH]c3ccccc23)C(=O)C(C)C)cc1	0.6%	1.6
CN(CCCNC(=O)c1cc2c(Cl)nc3ccccc3c2s1)Cc1ccccc1	10.5%	-0.8
COc1ccc(NC(=O)COc2cc(C)cc(C)c2)cc1S(=O)(=O)N1CCCCC1	?	.
N#Cc1nc(COc2ccc(Cl)cc2)oc1N1CCCC1	23.1µM*	-31.0*
Cc1cccc(NC(=O)/C(=C\c2ccco2)NC(=O)c2ccccc2)c1	?	.
Cc1ccccc1N(CC(=O)N1CCCCCC1)S(C)(=O)=O	20.3%	0.5
COc1ccccc1/C=C/C1(C(=O)NC2CCCC2)CC(=O)N1c1ccc(F)cc1 (centres undefined)	-14.5%	-14.3
COc1ccc(Br)cc1/C=N/NC(=O)c1ccc2nc[nH]c2c1	-6.1%	7.2
CC(=O)CCC1CC(c2ccc(Cl)cc2)=NO1 (centres undefined)	?	.
Cc1nn(CC(=O)NCCc2ccco2)c(=O)c2nn(-c3ccccc3)c(C)c12	i	-31.7
C=CCCCCc1nc2ccccc2c(=O)n1N	?	.
COc1cc(NC(=O)c2cccs2)c(C(=O)OCC(=O)c2cc(C)n(-c3ccc(F)cc3)c2C)cc1OC	?	.
CC(=O)c1c(C)[n+]([O-])c2ccc3c(non3O)c12	?	.
COc1ccc(CN(C)C(=O)Cn2ccsc2=N)cc1OC	i	-9.9
N#Cc1ccc(/C=C\c2nccc3c2[nH]c2ccccc23)cc1	?	.
O=C(Cn1cc(C(=S)N2CCOCC2)c2ccccc21)N1CCOCC1	?	.
N#CC1(NC(=O)COc2ccc3ccc(=O)oc3c2)CCCCC1	?	.
O=C(Nc1ccc2c(c1)OCCO2)C1CCN(c2nnnn2-c2ccccc2)CC1	?	.
COc1ccc(-n2cc(-c3ccccc3)c3c(N4CCOCC4)ncnc32)cc1	14.2%	5.6
CCn1c(=O)c(CCC(=O)N2CCOCC2)c(C)c2c(C)nn(-c3ccccc3)c21	?	.
CN(c1ccccc1)S(=O)(=O)c1ccc(C(=O)Nc2nnc(-c3ccc(F)cc3)o2)cc1	-1.5%	10.7

Of the compounds above, 4 have two or more sulfur atoms.
SMILES	Lipid storage S3	Lipid storage S3 cell count max
O=C(O)c1cccc(S(=O)(=O)Nc2ccc(S(=O)(=O)N3CCOCC3)cc2)c1	?	.
O=C(O)[C@@H]1CCCN1S(=O)(=O)c1cccc(S(=O)(=O)N2CCC[C@H]2C(=O)O)c1	14.5%	5.8
O=C(CSS(=O)(=O)O)N1CCN(C(=O)c2ccoc2)CC1	?	.
CCCCc1ccc(C2C(C#N)=C(N)SC(N)=C2C#N)s1	1.8%	-13.5

Additional compounds.
SMILES	Lipid storage S3	Lipid storage S3 cell count max
Cc1ccc2nc(NC(=O)C3CCN(S(=O)(=O)c4cccc5nsnc45)CC3)sc2c1	?	.
N#Cc1nc(Cc2ccccc2)oc1NCCc1ccccc1	?	.
Cc1cc(C)n2nc(C(=O)OCC(=O)N(C)Cc3ccccc3)nc2n1	?	.
C=CCc1cc(Cl)ccc1OCCOCCNCCOC	-3.5%	7.8
Cn1c(=O)c2c(nc(N3CCOCC3)n2CCCNC2=NCCC2)n(C)c1=O	0.5%	-10.1
Cc1ccc(NC(=O)CN(C)C(=O)C(C)N2CCN(Cc3ccccc3C)CC2)cc1 (centres undefined)	?	.
CCOc1ccc(NC(=O)[C@@H](NC(=O)OCc2ccccc2)[C@@H](C)CC)cc1	?	.
COc1ccc(Br)cc1CN1C(=O)NC2(CCCCCC2)C1=O	?	.
O=C(Nc1ccc(O)cc1)c1cccc(Oc2ccc([N+](=O)[O-])cc2)c1	1.2%	-7.6
Cc1ccc(C(=O)NCC(=O)OCC(=O)c2ccc3c(c2)OCCO3)cc1C	?	.
O=C(CN1CC(c2ccccc2)CC1=O)Nc1ccc2c(c1)OCO2 (centres undefined)	?	.
CCCOC(=O)c1[nH]c2c(c1C)C(=O)CC(c1cccs1)C2 (centres undefined)	?	.
CCCCn1c(N)c(N(CCOC)C(=O)c2c(-c3ccccc3)noc2C)c(=O)[nH]c1=O	?	.
CCCCCCCCCC[N+](C)(C)CC/C=C1/c2ccccc2Sc2ccc(Cl)cc21	?	.
COc1ccc(C(=O)Nc2ccc3c(c2)n(C)c(=O)n3C)cc1OC	?	.
CCOC(=O)c1oc2c(CN3CCN(C)CC3)c(O)ccc2c(=O)c1-c1ccc(Br)cc1	-8.5%	-20.7
NNC(=O)c1cnn(Cc2ccccc2)c1N	6.2%	-9.1
COC(=O)C1=C(C(=O)c2ccccc2)C(c2ccc(O)c(OC)c2)n2nnnc2N1 (centres undefined)	0.6%	-8.6
Cn1c(SCC(=O)c2ccc(F)cc2)nnc1-c1ccccn1	?	.
CC(=O)OC(C(=O)NC1CCCCC1)c1cccc(F)c1 (centres undefined)	?	.
Cc1cccc2sc(NNC(=O)c3ccc(S(=O)(=O)N4CC(C)CC(C)C4)cc3)nc12 (centres undefined)	?	.
Cc1cc(C)c(S(=O)(=O)NCc2nc3nc(C)cc(C)n3n2)c(C)c1	3.6%	5.5
CCCn1c(=O)c(C(=O)NNC(=O)c2ccccc2[N+](=O)[O-])c(O)c2ccccc21	-27.1%	-1.5
O=C(/C=C/c1ccco1)NCCc1ccc(F)cc1	?	.
Cc1nc2nc(-c3ccc(Cl)cc3)cn2nc1C	i	0.9

An excerpt from above in order of length of the SMILES, low to high.
SMILES	Lipid storage S3	Lipid storage S3 cell count max
O=C1CC(c2ccc(Cl)c(Cl)c2)CC(O)=C1C=NCCN1CCNCC1 (centres undefined)	?	.
Cc1cc(C)c(S(=O)(=O)NCc2nc3nc(C)cc(C)n3n2)c(C)c1	3.6%	5.5
CCOc1ccc(NC(=O)[C@@H](NC(=O)OCc2ccccc2)[C@@H](C)CC)cc1	?	.

Additional compounds
SMILES	Lipid storage S3	Lipid storage S3 cell count max
CCOc1ccc(-c2nnn(CC#N)n2)cc1OC	-8.5%	-17.2
Cc1ccc2cc(C)c3nnc(SCC(=O)N4CCCc5ccccc54)n3c2c1C	?	.
O=C(c1ccc(S(=O)(=O)c2ccccc2)cc1)N1CCc2ccccc2C1	25.7%	22.7
Cc1ccc(S(=O)(=O)C2(C(=O)N3CCCCCC3)CC2)cc1	?	.
NS(=O)(=O)c1ccc(CCNC(=O)c2cccnc2)cc1	0.5%	-11.9
CCOC(=O)/C(=N\Nc1ccccc1Cl)N1CCN(c2ccccc2OC)CC1	?	.
COc1ccc(NC(=O)Cc2cccc3ccccc23)cc1	?	.
COc1ccc(C(=O)NC(=S)N2CCCCC2)cc1[N+](=O)[O-]	?	.
Cc1ccc(SC(C)C(=O)O/N=C(\N)c2ccncc2)cc1 (centres undefined)	i	-24.6
Cc1cccc(C)c1NC(=O)CNC(=O)C(Cc1ccccc1)NC(=O)c1ccccc1 (centres undefined)	?	.
Cc1cccc(C)c1NC(=S)/C(=C(\[O-])c1cccs1)[n+]1ccccc1	-3.2%	3.2
Cc1ccc(S(=O)(=O)N(CCC(=O)O)Cc2ccc(Cl)cc2)cc1	i	1.0
O=C(c1ccc(Cl)cc1Cl)C1(n2cncn2)Oc2ccccc2C1O (centres undefined)	23.1%	4.5
Cc1cc(C(=O)CSc2nnc(C3CC3)n2C2CC2)c(C)n1C(C)C	i	-0.3
O=C(NCC(F)(F)F)Nc1nnc(C(F)(F)F)s1	0.9%	0.5
O=S(=O)(NCCCCCNS(=O)(=O)c1ccccc1)c1ccccc1	-6.4%	7.2
CCc1ccc(/C=C/c2c[nH]c3ccccc23)[n+](CC)c1	?	.
CC(C)(C)c1ccc(C(=O)NC2CCS(=O)(=O)C2)cc1 (centres undefined)	i	13.3
CCn1c(SCC(=O)N2CCCc3ccccc32)nnc1-c1ccco1	?	.
CCOc1ccc(S(=O)(=O)Nc2ccccc2C(=O)N(C)C2CCN(C)CC2)cc1	?	.
COc1ccc(CCNC(=O)CN2CCN(Cc3ccccc3F)C2=O)cc1OC	?	.
COc1ccccc1NC(=O)NN1CCCCC1	0.581µM*	17.6*

A portion of the library. The share of hits here may be higher or lower than overall.
